# Source: PubChem
# HDAC3 inh: HDAC3 deacetylase inhibitors, primary screen, biochemical, fluorescence, cell-free homogeneous; actives 0.15% (n = 320,000); inhibition, % at 8.3 µM; recombinant HDAC3, fluorogenic peptide/trypsin coupled; in the data active = inhibition above about 26%, passing the limit was not always enough; inconclusive = no clear call, values can overlap the other calls
# hERG rescue: hERG rescue from dofetilide block, primary screen, cell-based, CHO-hERG, FluxOR thallium flux, dofetilide IC70; AID 1511, 2009; dofetilide IC70 present; activation (rescue from dofetilide block), less the hit threshold, % at 10 µM; actives 0.51% (n = 310,000);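 active = activation above the mean of controls blocked by dofetilide plus 5 SD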;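 also: thallium influx through hERG after potassium depolarization seen as dye fluorescence rise; in these data hits start at about 4.7%; inactives centre near -7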
# KCNQ1 pot: potentiators or activators of KCNQ1 channel, primary screen, cell-based, thallium flux, high-throughput; B-score at 10 µM; Potassium voltage-gated channel subfamily KQT member 1 (Homo sapiens), P51787; CHO-K1 KCNQ1, thallium flux FluxOR fluorescence; stronger effect = higher value; actives 0.35% (n = 310,000); AID 2648, 2010;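 active = fluorescence ratio B-score, a plate-corrected score, at least three library SD, with initial intensity B-score within 5 SD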
# Target sequence (P51787 whole entry, looked up): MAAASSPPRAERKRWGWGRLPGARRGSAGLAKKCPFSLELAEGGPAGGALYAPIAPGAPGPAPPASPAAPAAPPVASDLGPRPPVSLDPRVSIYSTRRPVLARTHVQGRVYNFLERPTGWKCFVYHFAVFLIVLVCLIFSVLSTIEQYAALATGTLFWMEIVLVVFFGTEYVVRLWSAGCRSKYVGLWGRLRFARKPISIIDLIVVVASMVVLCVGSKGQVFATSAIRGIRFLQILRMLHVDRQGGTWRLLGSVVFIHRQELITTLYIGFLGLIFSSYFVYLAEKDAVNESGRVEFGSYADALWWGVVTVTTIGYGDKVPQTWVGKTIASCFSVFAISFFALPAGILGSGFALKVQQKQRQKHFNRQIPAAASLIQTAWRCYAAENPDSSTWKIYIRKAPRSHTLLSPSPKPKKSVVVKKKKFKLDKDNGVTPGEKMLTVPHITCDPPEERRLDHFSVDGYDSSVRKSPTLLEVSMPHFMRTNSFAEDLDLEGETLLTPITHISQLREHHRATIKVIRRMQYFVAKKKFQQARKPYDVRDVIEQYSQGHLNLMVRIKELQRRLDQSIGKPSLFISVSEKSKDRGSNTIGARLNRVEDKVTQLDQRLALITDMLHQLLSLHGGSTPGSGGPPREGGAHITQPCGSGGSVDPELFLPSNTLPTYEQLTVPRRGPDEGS
#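 Assay system: CHO-K1 cells stably expressing KCNQ1. Medium: assay buffer for compound exposure, DMSO matched across wells. Timing: 37 °C overnight plating, 90-min dark dye load, 20-min compound pretreatment. Signal: kinetic FluxOR fluorescence, 10 s baseline plus 110 s post-stimulus.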
# KCNQ1 block: inhibitors of human KCNQ1 channel, primary screen, cell-based, thallium flux, high-throughput. Potassium voltage-gated channel subfamily KQT member 1 (Homo sapiens), P51787. CHO-K1 KCNQ1, FluxOR thallium flux fluorescence; stronger effect = higher value. B-score at 10 µM. actives 1.3% (n = 310,000). AID 2642, 2010;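 active = compounds whose thallium flux B-score, printed positive for inhibition, exceeds three library SD while starting fluorescence stays within three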;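 also: channel opened by potassium depolarization with thallium stimulus after 20 min compound exposure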
# PolyA inh: polyadenylation inhibitors in yeast reporter cells, primary screen, luminescence, S. cerevisiae | S. cerevisiae SKY197-pL101 polyadenylation reporter, beta-gal luminescence; efflux-impaired pdr1/pdr3 knockout yeast; score 100 = 6 SD above DMSO | calls only at 12 µM | actives 0.02% (n = 300,000) | AID 1875, 2009;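 active = lowest replicate activity score at least 50, where 100 means six control SD above control mean; inconclusive = lowest score under 50 but half or more replicates reach 50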;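 also: yeast exposed to compound for 9 h at 30 °C; higher score means more reporter readthrough which indicates perturbed polyadenylation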
# GSK3 alpha inh: blockers of GSK3A enzyme activity – biochemical, luminescence, cell-free homogeneous, HTS, primary screen | GSK-3 alpha kinase, ADP-Glo luminescence, 60 min | inhibition, % at 10 µM | actives 0.1% (n = 320,000);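 in the data active = inhibition above about 50%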;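 also: GST-tagged GSK-3 alpha with peptide substrate and 25 µM ATP; 0% = DMSO neutral wells and 100% = GW8510 positive control wells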
# RGS4 act: RGS4 potentiators or activators, primary screen, cell-based, HEK293 M3R inducible RGS4, calcium flux. actives 0.92% (n = 310,000). B-score at 10 µM. AID 463111, 2010. carbachol calcium flux Fluo4; stronger effect = lower value;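 active = B-score of the integrated calcium signal more than 4 SD below the library mean, with starting fluorescence not abnormally high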;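 also: negative B-score means reduced calcium response which marks RGS4 activation or potentiation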
#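 System – HEK293 FlpIn-TREx cells, stable M3R, doxycycline-inducible RGS4 · Reagent – ECmax carbachol challenge · Times – compound preincubation 20 min at room temperature before agonist · Technique – Fluo4 fluorescence kinetic imaging of calcium · Measure – B score of integrated Fluo4 ratio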
# KCNK9 inh: KCNK9 potassium channel inhibitors, primary screen, HEK293 cells, thallium flux; AID 488922, 2010; Potassium channel subfamily K member 9 (Homo sapiens), Q9NPC2; actives 1.2% (n = 310,000); FluxOR thallium flux fluorescence; stronger effect = lower value; B-score at 10 µM;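 active = ratio B-score over 3 SD below the library mean, with starting fluorescence within 5 SD of its mean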;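 also: negative B-score means less thallium flux so channel inhibition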
# KCNK3 block: human KCNK3 channel inhibitors, primary screen, CHO cells, FluxOR thallium flux, B-score | Potassium channel subfamily K member 3 (Homo sapiens), O14649 | FluxOR fluorescence; stronger effect = lower value | B-score at 10 µM | actives 0.84% (n = 340,000) | AID 602410, 2012;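 active = B-score under library mean minus 4 SD, starting fluorescence ratio at most library mean plus 5 SD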;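 also: more negative B-score means stronger inhibition of thallium flux through KCNK3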
# Target sequence (O14649 whole entry, looked up): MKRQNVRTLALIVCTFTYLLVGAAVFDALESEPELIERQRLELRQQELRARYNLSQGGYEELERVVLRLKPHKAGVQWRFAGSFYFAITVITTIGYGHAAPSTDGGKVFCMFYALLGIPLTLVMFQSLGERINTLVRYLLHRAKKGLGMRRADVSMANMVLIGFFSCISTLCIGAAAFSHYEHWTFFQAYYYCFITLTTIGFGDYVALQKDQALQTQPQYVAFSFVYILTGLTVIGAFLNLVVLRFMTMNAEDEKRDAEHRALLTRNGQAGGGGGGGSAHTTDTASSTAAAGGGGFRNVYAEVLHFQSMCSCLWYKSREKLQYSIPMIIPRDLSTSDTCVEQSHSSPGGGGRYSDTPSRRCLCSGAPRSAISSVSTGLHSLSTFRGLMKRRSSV
# DYRK1A inh: rat Dyrk1A kinase inhibitors, primary screen, biochemical, single point, plate reader; Dual specificity tyrosine-phosphorylation-regulated kinase 1A (Rattus norvegicus), Q63470; ADP-Glo luminescence, NFATc1 peptide; inhibition, % at 12.5 µM; actives 0.43% (n = 310,000); AID 504441, 2011; in the data active = inhibition above about 50%;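 also: plate controls were vehicle with enzyme for no effect and no enzyme for full effect; many of its hits are not listed in these tables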
# GSK3beta inhib: human GSK3beta kinase inhibitors, primary screen, biochemical, cell-free homogeneous, HTS; Glycogen synthase kinase-3 beta (Homo sapiens), P49841; GST-GSK3beta kinase, ADP-Glo luminescence, 60 min; stronger effect = lower value; activity score (negative = inhibition), % at 10 µM; actives 0.038% (n = 300,000);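 active = more than half of replicate wells score below -50%, meaning over 50% inhibition versus plate controls; inconclusive = some replicates but at most half score below -50%; inactive = no replicate scores below -50%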;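 also: 0% = median DMSO wells and -100% = median GW8510 positive control wells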
#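 Test system: GST-fused GSK3beta enzyme, cell-free | Quantity: 1.6 ng GST-GSK3beta enzyme per well | Reagent: 25 µM ATP with peptide substrate | Schedule: 60 min enzyme reaction, room temperature | Signal: Luminescent ADP-Glo measurement of ADP formed | Read-out basis: Score relative to plate controls | Control set: DMSO and 20 µM GW8510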
# * hit, by the source's call; i = inactive; ? = inconclusive; . = no result given. The list is partial; rates above refer to the full screens.
1. O=C(O)C1C2CCC(CC2)C1C(=O)N1CCN(Cc2ccc(F)cc2)CC1 (stereo unspecified)
2. CC(=O)Nc1ccccc1C(=O)N1CC(C)OC(C)C1 (stereo unspecified)
3. Cc1cc(C)nc(N(C#N)S(=O)(=O)c2ccccc2Cl)n1
4. O=C(Nc1ncc([N+](=O)[O-])s1)c1ccc2c(c1)OCO2
5. C=CCNC(=O)c1ccccc1NC(=O)C1CC(=O)N(C(C)C)C1 (stereo unspecified)
6. CC(=O)Nc1ccc(S(=O)(=O)NCC2CCC(C(=O)NC(C)c3ccccc3)CC2)cc1 (stereo unspecified)
7. Cc1ccc(S(=O)(=O)N2CC3(C)CN(S(=O)(=O)c4ccc(C)cc4)CC(C)(C2)C3)cc1
8. O=C(N/N=C/C(Cl)=C\c1ccccc1)c1cnccn1

Screen / compound no.,1,2,3,4,5,6,7,8
HDAC3 inh,-6,-4,1,10,-2,2,-1,?
hERG rescue,-5,-1,-10,-6,-1,-22,2,-4
KCNQ1 pot,i,i,i,i,i,i,i,i
KCNQ1 block,i,i,i,i,i,i,i,i
PolyA inh,i,i,i,i,.,i,i,i
GSK3 alpha inh,2,4,-4,8,-1,-5,-3,3
RGS4 act,i,i,i,i,i,i,i,i
KCNK9 inh,i,i,i,i,i,i,i,i
KCNK3 block,i,i,i,i,i,i,i,i
DYRK1A inh,3,-9,-4,16,4,-4,1,4
GSK3beta inhib,-2,0,6,-5,-2,-1,3,3

9. Fc1ccc(OCCOCCN2CCCC2)cc1
10. O=[N+]([O-])c1ccc(/C=N/Nc2ccc3ccccc3c2)o1
11. CC(=O)N/C(=C\c1ccccc1)C(=O)OCC(=O)NC(C)C12CC3CC(CC(C3)C1)C2 (stereo unspecified)
12. COc1cc(S(=O)(=O)Nc2cccnc2)ccc1Cl
13. CN(C)c1ccc(S(=O)(=O)c2ccc(Cl)cc2)cc1
14. Cc1ccc(NC(=O)CCC(=O)N2CCOCC2)nc1
15. CCC(C)[C@@H]1NC(=O)N(CCCN2CCCC2=O)C1=O (stereo partly specified)
16. CCC(CC)c1nnc(NC(=O)CS(=O)(=O)c2ccccc2)s1

Screen / compound no.,9,10,11,12,13,14,15,16
HDAC3 inh,2,.,1,2,2,-4,0,?
hERG rescue,-5,-4,-10,-10,-9,-12,-8,-3
KCNQ1 pot,i,i,i,i,i,i,i,i
KCNQ1 block,i,i,i,i,i,i,i,i
PolyA inh,i,i,i,i,i,i,i,i
GSK3 alpha inh,0,1,-1,-3,-2,0,1,-3
RGS4 act,i,i,i,i,i,i,i,i
KCNK9 inh,i,i,i,i,i,i,i,i
KCNK3 block,i,i,i,i,i,i,i,i
DYRK1A inh,2,10,1,.,2,6,3,4
GSK3beta inhib,-4,1,3,2,2,-2,-3,4

17. CC(C)(C)NC(=O)c1cccc(NC(=O)CSc2ccccc2)c1
18. CCOC(=O)C1(CCCc2ccccc2)CCN(C(=O)c2cc(C)nc(C)n2)CC1
19. CCCCCn1cnc2sc(CC)cc2c1=O
20. CCCCN1C(=S)NC[C@@H]1C(C)CC (stereo partly specified)
21. OCCNCc1cc(Br)ccc1OCc1ccc(Cl)cc1
22. COc1ccc(C(=O)Nc2oc(-c3ccccc3)c(-c3ccccc3)c2C#N)cc1OC
23. COc1ccc(N2C(=S)NC(C)(C)CC2(C)c2ccc(OC(C)=O)cc2OC(C)=O)cc1 (stereo unspecified)
24. Cc1cc2c(NC(=O)Nc3ccc(C(C)(C)C)cc3)cccc2nn1

Screen / compound no.,17,18,19,20,21,22,23,24
HDAC3 inh,1,?,4,-4,2,5,-2,-2
hERG rescue,-5,-5,-8,-3,-24,-11,-19,-19
KCNQ1 pot,i,i,i,i,i,i,i,i
KCNQ1 block,i,i,i,i,i,i,i,7*
PolyA inh,i,i,i,i,i,i,i,i
GSK3 alpha inh,-1,0,-2,0,3,-1,5,-2
RGS4 act,i,i,i,i,i,i,i,i
KCNK9 inh,i,i,i,i,i,-9.2*,i,i
KCNK3 block,i,i,i,i,i,i,i,i
DYRK1A inh,-4,11,-1,4,-1,-12,-1,-3
GSK3beta inhib,1,-2,-2,3,-1,0,4,2

25. Cc1ccc(C(=O)Cc2nc3ccccc3[nH]2)cc1
26. CCOc1ccc(N2C(=O)CC(NC3CCN(C(=O)c4ccc(F)cc4)CC3)C2=O)cc1 (stereo unspecified)
27. COc1ccccc1NC(=S)N1CCN(Cc2ccc3c(c2)OCO3)CC1
28. COc1ccc(-c2nnc(NC(=O)c3ccc(F)cc3)o2)cc1
29. Cc1c(CNC(=O)c2cnn3c2NC(c2ccc(Br)cc2)CC3C(F)(F)F)cnn1C (stereo unspecified)
30. COc1cc(SSc2cc(OC)cc([N+](=O)[O-])c2N)c(N)c([N+](=O)[O-])c1
31. Cc1cc(-c2ccc(S(=O)(=O)Nc3ccc(C#N)cc3)s2)on1
32. Cc1ccc(C2(O)CN(c3ccccc3)C3=[N+]2CCS3)cc1 (stereo unspecified)

Screen / compound no.,25,26,27,28,29,30,31,32
HDAC3 inh,5,-14,-6,0,3,.,12,-4
hERG rescue,-9,-8,-2,-7,-4,-4,-4,-11
KCNQ1 pot,i,i,i,i,i,i,i,i
KCNQ1 block,i,i,i,i,i,i,i,i
PolyA inh,i,i,i,i,i,i,i,i
GSK3 alpha inh,0,-2,-1,-2,0,0,.,1
RGS4 act,i,i,i,i,i,i,i,i
KCNK9 inh,i,i,i,i,i,i,i,i
KCNK3 block,i,i,i,i,i,i,i,i
DYRK1A inh,-1,-20,-2,0,4,4,-4,-6
GSK3beta inhib,-2,-1,1,-1,0,-1,1,1

33. COc1ccc(OC)c(S(=O)(=O)N2CCN3CCCC3C2)c1 (stereo unspecified)
34. O=C(NC1CCCCC1)c1c2c(nc3ccccc13)CCC2
35. CCn1c(=O)[nH]c2cc(C(=O)N3CCN(c4ccccc4)CC3)ccc2c1=O
36. COc1ccc(/C=N/NC(=O)c2cc(C34CC5CC(CC(C5)C3)C4)[nH]n2)cc1OC
37. O=c1[nH]n(-c2cccc(Cl)c2)c2ncccc12
38. COc1ccc(C2NC(=O)c3ccccc3N2)cc1 (stereo unspecified)
39. COc1ccccc1NC(=O)c1nn(-c2cccc(C(F)(F)F)c2)ccc1=O
40. N#CC1=C(N)Oc2ccccc2C12C(=O)Nc1n[nH]c(-c3ccccc3)c12 (stereo unspecified)

Screen / compound no.,33,34,35,36,37,38,39,40
HDAC3 inh,-2,7,5,11,6,-21,1,11
hERG rescue,-11,-11,-7,-5,-9,-2,-1,0
KCNQ1 pot,i,i,i,i,i,i,i,i
KCNQ1 block,i,i,i,i,i,i,i,i
PolyA inh,i,i,i,i,i,i,i,i
GSK3 alpha inh,3,-2,3,-5,-7,2,1,0
RGS4 act,i,i,i,i,i,i,i,i
KCNK9 inh,i,i,i,i,i,i,i,i
KCNK3 block,i,i,i,i,i,i,i,i
DYRK1A inh,-1,-4,5,-2,8,4,1,-11
GSK3beta inhib,7,-2,-1,2,3,0,2,3

41. COC(=O)COc1ccc2c(=O)c(Oc3ccccc3Br)coc2c1
42. CC(C)CC(NS(=O)(=O)c1ccccc1S(=O)(=O)NC(CC(C)C)C(=O)O)C(=O)O (stereo unspecified)
43. COC(=O)c1ccccc1NC(=O)CN(c1ccccc1)S(=O)(=O)N(C)C
44. S=C(Nc1ccc(Br)cc1)NC1CCCC1
45. O=C1CCc2cc(NS(=O)(=O)c3ccc([N+](=O)[O-])cc3)cc3c2N1CC3
46. COc1ccc(C2C(C(=O)N3CCCC3)c3cc(OC)c(OC)cc3C(=O)N2C)cc1OC (stereo unspecified)
47. CC(=O)N1CCc2c(sc3c2c(=O)n(-c2ccccc2)c(=O)n3CC(=O)NCC2CCCO2)C1 (stereo unspecified)
48. CC(O)CN(Cc1cccc(Cl)c1)CC(C)O (stereo unspecified)
49. O=C1CCC(C(=O)N2CCCCO2)CN1Cc1ccc(Cl)cc1 (stereo unspecified)
50. Cc1ccccc1OCC(=O)Nc1cccc(S(=O)(=O)NC2=NCCCCC2)c1
51. CCCC(=O)Oc1ccccc1C1SCc2cc(C)c(C)cc2CS1

Screen / compound no.,41,42,43,44,45,46,47,48,49,50,51
HDAC3 inh,-3,7,0,2,.,3,?,.,3,10,-1
hERG rescue,-2,-7,-8,-4,-3,-13,-2,-9,1,-14,-8
KCNQ1 pot,i,i,i,i,i,i,i,i,i,i,i
KCNQ1 block,i,i,i,i,i,i,i,i,i,i,i
PolyA inh,i,i,i,i,i,i,i,.,i,i,i
GSK3 alpha inh,-3,-1,-4,0,.,-1,-8,.,-1,1,-3
RGS4 act,i,i,i,i,i,i,i,i,i,i,i
KCNK9 inh,i,i,i,i,i,i,i,i,i,i,i
KCNK3 block,i,i,i,i,i,i,i,i,i,i,i
DYRK1A inh,.,2,2,7,-8,-4,1,-3,-4,0,-5
GSK3beta inhib,4,3,-4,3,2,4,-1,2,-1,0,-1
